# TDP1 cell CPT – qHTS for Inhibitors of human tyrosyl-DNA phosphodiesterase 1 (TDP1): qHTS in cells in presence of CPT | chicken DT40 Tdp1-/-;hTDP1 cells + 20 nM CPT, ATP luminescence, 48 h | Potency, µM (titrated, usually from 46.2 µM), for inactives: top-dose activity change, negative = growth inhibition, usual class: inhibitors | 420,000 compounds, 12% hits | AID 686979, 2013; note: nearly all actives have a fitted effect of over 55% in size
#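 Chicken DT40 Tdp1-/- cells stably complemented with human TDP1 were seeded at 400 cells/well in medium containing 20 nM camptothecin, exposed to pin-transferred compounds, and grown at 37 °C for at least 48 hr. Viability was read as ATP luminescence.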
# KAT2A inh – qHTS Assay for Inhibitors of GCN5L2; GCN5L2 HAT assay, ThioGlo1 CoA-SH fluorescence; Potency, µM (titrated, usually from 58.9 µM), without a hit: top-dose activity change, negative = inhibition, most hits filed as inhibitors; 390,000 compounds, 0.21% hits; AID 504327, 2011
#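 Compounds, pin-transferred from DMSO stocks, meet 20nM GCN5L2 for 15 min before the reaction begins with H3(1-25) peptide (75uM) and acetyl-CoA (70uM). Thiol-reactive ThioGlo1 reports CoA release over 20 min at room temperature.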
# FEN1 inhibitor – qHTS Assay for the Inhibitors of Human Flap endonuclease 1 (FEN1); Recombinant FEN1 flap cleavage, fluorescence, 15 min; Potency, µM (titrated, usually from 114 µM), for the others: top-dose activity change, negative = inhibition, most hits filed as inhibitors; 390,000 compounds, 0.35% hits; AID 588795, 2011; P39748; note: nearly all actives have a fitted effect of over 65% in size
# Target sequence (P39748 whole entry, looked up): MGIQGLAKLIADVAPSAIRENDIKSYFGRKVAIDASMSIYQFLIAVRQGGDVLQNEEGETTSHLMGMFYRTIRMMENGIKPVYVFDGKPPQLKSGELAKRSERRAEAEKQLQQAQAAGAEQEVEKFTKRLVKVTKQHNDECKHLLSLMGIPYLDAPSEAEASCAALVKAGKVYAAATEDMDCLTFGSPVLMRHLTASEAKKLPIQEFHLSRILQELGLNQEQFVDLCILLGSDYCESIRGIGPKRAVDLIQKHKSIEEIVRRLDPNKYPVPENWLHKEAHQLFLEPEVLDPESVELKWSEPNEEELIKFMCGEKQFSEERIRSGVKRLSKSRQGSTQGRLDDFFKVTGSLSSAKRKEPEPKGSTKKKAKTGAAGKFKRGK
#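 FEN1 at 10 nM preincubated with compounds 15 min at room temperature, then flap DNA substrate added at 50 nM final. Signal read at 0 and 15 min; concentration-response fitted with four-parameter Hill equation.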
# An asterisk follows results filed as active; ? = inconclusive; nt = no result given; & = joins results of further samples; [ ] = remark or other dose. Calls come from the whole dose curve; as a rule, active = well fitted curve in the direction sought with a large enough effect; inconclusive = small, poorly fitted or top-dose-only effect, or another doubt; inactive = no such curve, though single readings can be large; an effect the other way counts as inactive or inconclusive. % is set by controls: 0 for no effect and ±100 for the full control effect; potency is the fitted concentration of half-maximal effect. Not all compounds are listed; rates above refer to the full screens.
SMILES | TDP1 cell CPT | FEN1 inhibitor | KAT2A inh
O=C(NCC(c1ccc(F)cc1)N1CCOCC1)c1ccc(C(=O)c2ccccc2)cc1 (stereo not given) | ? | -1% | 11%
COc1cc(/C=N/N2CCN(C3c4ccccc4-c4ccccc43)CC2)ccc1O | 26µM* | 4% | -7%
COc1cc(NC(=O)COc2ccccc2C)ccc1NC(=O)c1ccco1 | -3% | -17% | -13%
Cc1ccnc(SCCn2c(Br)nc3c2c(=O)[nH]c(=O)n3C)n1 | 4% | 4% | -6%
Cc1nc(SCC(=O)NCc2ccco2)c2oc3ccccc3c2n1 | -2% | -13% | -1%
CS(=O)(=O)NC1CCN(Cc2ccccc2)CC1 | 2% | 2% | -10%
Cc1nn(C)cc1CNC(=O)c1cccc(F)c1 | 30% | 0% | 0%
COc1cc2oc(=O)cc(-c3ccc(-c4ccc(F)c(Cl)c4)cc3)c2c(OC)c1OC | 18µM* | -6% | -2%&-22%
O=C(CCO)c1ccc(O)cc1 | 3% | 22µM* | -4%
CN1CCN2c3ncccc3Cc3ccccc3[C@@H]2C1 | 0% | -3% | 0%
Cc1ccc(C2C(C#N)=C(N)Oc3n[nH]c(-c4cccs4)c32)cc1 (stereo not given) | -15% | 4% | -1%
CN(Cc1nc(-c2ccccn2)no1)S(=O)(=O)c1ccc(Cl)cc1 | -18% | -3% | -9%
O=c1[nH]c(=S)[nH]c2nccnc12 | -3% | -14% | nt
N#Cc1ccc(NC(=O)Cn2cnc(S(=O)(=O)N3CCCCC3)c2)cc1 | -12% | -14% | 2%
CC1=C(C(=O)OCc2ccccc2)C(c2ccco2)C2=C(CC(C)(C)CC2=O)N1 (stereo not given) | ? | -11% | -9%
CCCCn1c(N)c(N(CC(C)C)C(=O)COC(=O)C2(c3ccccc3)CC2)c(=O)[nH]c1=O | 1% | -12% | -2%
COCCCNC(=O)CN(c1cc([N+](=O)[O-])ccc1OC)S(C)(=O)=O | 8% | 8% | 4%
CCC(O)C1CCN(Cc2cn(-c3ccc(OC)cc3)nc2-c2cccc(F)c2)CC1 (stereo not given) | ? | -10% | -2%
COc1ccc(C/C(C)=N/NC(=O)C2COc3ccccc3O2)cc1 (stereo not given) | -24% | -1% | -2%
COc1ccc(/C=C2\SC(=O)N(CCn3cnnn3)C2=O)cc1 | -2% | -2% | -11%
COc1ccc(-c2cc3nc(C4CCN(C(=O)OC(C)(C)C)CC4)c(C(=O)Nc4cc(C)cc(C)c4)cn3n2)cc1 | ? | -7% | -2%
Cc1ccc(CN(C)C(=O)C2CCC(=O)N(C3CCCCCC3)C2)cc1 (stereo not given) | 9% | 0% | -2%
COC(=O)c1ccc(OCC(O)Cn2nnc3ccccc32)cc1 (stereo not given) | -8% | 12% | -4%
C=CCn1nc2ccccc2c1OCCO | 10% | -5% | -3%
O=C(C1CCC(Cn2c(=O)c3sccc3n(Cc3ccc(F)cc3)c2=O)CC1)N1CCOCC1 (stereo not given) | 23µM* | 17% | 3%
COc1cc(OC)c(NS(=O)(=O)c2c(C(=O)N3CCCCCC3)c(C)n(C)c2C)cc1Cl | ? | 4% | -14%
CCCSc1cc(Cl)nc(N)n1 | -11% | -5% | -16%
C=C1CCN([C@@H](Cc2ccccc2)C(=O)NCc2ccccc2)S(=O)(=O)c2ccccc21 | -24% | 3% | nt
CN(CC(=O)N1CCN(c2cccc(Cl)c2)CC1)S(=O)(=O)c1cnc[nH]1 | 3% | -3% | -4%
CCOc1ccc(CNCc2c(C(=O)O)c(C)n(Cc3c(F)cccc3Cl)c2C)cc1OC | ? | -9% | -8%

# Some values from the entries so far:
# Cc1ccc(CN(C)C(=O)C2CCC(=O)N(C3CCCCCC3)C2)cc1 (stereo not given) in KAT2A inh shows -2%
# COc1cc(NC(=O)COc2ccccc2C)ccc1NC(=O)c1ccco1 in KAT2A inh shows -13%
# N#Cc1ccc(NC(=O)Cn2cnc(S(=O)(=O)N3CCCCC3)c2)cc1 in FEN1 inhibitor shows -14%
# CN1CCN2c3ncccc3Cc3ccccc3[C@@H]2C1 in TDP1 cell CPT shows 0%
# Cc1nn(C)cc1CNC(=O)c1cccc(F)c1 in KAT2A inh shows 0%
# C=C1CCN([C@@H](Cc2ccccc2)C(=O)NCc2ccccc2)S(=O)(=O)c2ccccc21 in TDP1 cell CPT shows -24%

# Other compounds.
SMILES | TDP1 cell CPT | FEN1 inhibitor | KAT2A inh
CCOC(=O)c1ccc(NC(=O)c2noc3c2CCCC3)cc1 | ? | -9% | 40%[activator]
O=C(c1cccc(S(=O)(=O)Nc2cccc(C(F)(F)F)c2)c1)N1CCCCC1 | 5% | 16% | -10%
CCCCC(NS(=O)(=O)c1ccc(C)cc1)C(=O)Oc1ccc2c3c(c(=O)oc2c1)CCC3 (stereo not given) | -29% | -3% | -1%
Cc1ccccc1CNC(=O)c1cnc2sc(N3CCOCC3)nn2c1=O | ? | -2% | -18%
COc1ccc(C)cc1S(=O)(=O)Nc1cccc(Cl)c1 | ? | -8% | 2%
COc1ccc(NC(=O)CN(C)C(=O)c2ccc(N3CCCCC3)c([N+](=O)[O-])c2)cc1 | ? | -10% | -8%
Cc1ccc(S(=O)(=O)N2CCN(S(=O)(=O)c3ccc(C)cc3)C2)cc1 | -1% | -13% | -7%
CC1Cc2cc(S(=O)(=O)N3CCC(C(N)=O)CC3)ccc2N1C(=O)C1CC1 (stereo not given) | -12% | 23% | -2%
Cc1cccn2c(=O)nc(SCC(=O)Nc3cccc4ccccc34)nc12 | 0% | -13% | 1%
O=C(N/N=C/c1sc(=O)n(Cc2ccc(Br)cc2)c1Cl)c1ccco1 | ? | ? | -24%
C#CCOCCOCCOCCNc1nc(N2CCN(C(=O)[C@H](CCC(=O)O)n3cc([C@@H](N)[C@H](C)CC)nn3)CC2)nc(N2CCN(C(=O)[C@H](CCCCN)n3cc([C@@H](N)CC(N)=O)nn3)CC2)n1 | -1% | -1% | 0%
CNC(=O)c1ccccc1S(=O)c1ccccc1COC(C)=O (stereo not given) | 0% | 4% | 0%
O=C(NCCCN1CCN(c2cccc(Cl)c2)CC1)c1cnn(-c2ccc(F)cc2)c1-n1cccc1 | nt | ? | -4%
COc1ccc(S(=O)(=O)Nc2ccccn2)cc1 | 5% | 13% | -9%
CCOc1ccc(CN(C(=O)c2oc3ccccc3c2C)C2CCS(=O)(=O)C2)cc1 (stereo not given) | -18% | -24% | 27%
O=C(Cn1cc2c(n1)CCCC2)NCCCN1CCN(c2ccccc2F)CC1 | ? | 19% | 2%
Cc1cccc2c(C(=O)N3CCN(C(=O)c4ccco4)CC3)cc(-c3cccc(Br)c3)nc12 | ? | -9% | -3%
O=C(c1cn(-c2ccccc2)nc1-c1ccc(F)cc1)N1CCCCC1 | -25% | 1% | -3%
CC(=O)Nc1ccc(NC(=O)c2ccccc2N(C)S(=O)(=O)c2ccccc2)cc1 | 11% | 8% | -6%
CCn1cc(C(=O)N[C@H](C(=O)NCCCOC)C(C)C)c(=O)c2cc3c(cc21)OCO3 | 5% | -11% | 16%
CC1=C(C)CC(C(=O)NCc2c(F)cccc2Cl)C(C(=O)O)C1 (stereo not given) | 9% | 1% | -4%
Cc1coc2c1c(C)cc1oc(=O)c(CC(=O)NCC(=O)O)c(C)c12 | 25% | ? | ?
CC(=O)N1CCN(Cc2nc3cc(NC(=O)C4CCCCC4)ccc3n2C)CC1 | -17% | 6% | nt
O=C(Nc1sc2c(c1C(=O)O)CCCC2)c1ccccc1Cl | ? | -10% | -6%
C/C(=C\c1ccccc1)CN1CCC(C(=O)N2CCC(C)CC2)CC1 | ? | -7% | -2%
CCn1c(-c2nn(-c3ccc(C)cc3)ccc2=O)n[nH]c1=S | -12% | 15% | -7%
CCOc1ccc(-c2cc(C(=O)NCCCOC)c3c(-c4ccc(CC)cc4)[nH]nc3n2)cc1 | ? | -2% | -22%
COc1ccc(/C=N/n2cnnc2SCCO)cc1OC | -14% | 0% | -17%
O=C(Nc1cccc(S(=O)(=O)Nc2ccccc2F)c1)c1ccco1 | -29% | 4% | -4%
COc1ccc(Br)cc1C(=O)Nc1cccc(C)c1 | -5% | -2% | 0%

# Only KAT2A inh, for three of the compounds above:
Compound,KAT2A inh
O=C(Cn1cc2c(n1)CCCC2)NCCCN1CCN(c2ccccc2F)CC1,2%
Cc1cccc2c(C(=O)N3CCN(C(=O)c4ccco4)CC3)cc(-c3cccc(Br)c3)nc12,-3%
O=C(c1cn(-c2ccccc2)nc1-c1ccc(F)cc1)N1CCCCC1,-3%

# Next structures.
SMILES | TDP1 cell CPT | FEN1 inhibitor | KAT2A inh
C=CCC(c1ccccc1)N(C(C)=O)c1ccco1 (stereo not given) | -13% | -10% | 2%
COc1cccc(N2CCN(C(=O)C3CCCN(S(=O)(=O)c4cccc5nsnc45)C3)CC2)c1 (stereo not given) | 9.2µM* | 15% | -5%
CCOc1ccccc1C=NNC(=O)c1cccc2ccccc12 | -3% | 3% | nt
CCOc1ccc(-n2c(SCC)nc3c(c2=O)SCC3)cc1 | -13% | 2% | -5%
O=c1c2ccccc2ncn1CCOc1ccccc1[N+](=O)[O-] | -20% | -3% | -6%
Cc1ccc(-c2nnn(CC(=O)N(c3cnc4ccccc4c3)C(C(=O)NC3CCCC3)c3ccncc3)n2)o1 (stereo not given) | ? | -4% | -4%
Cc1cc2cc(C)c(SCC(=O)NCc3ccco3)nc2cc1C | 30% | 12% | -1%
CCOC(=O)c1ccc(CNC(=O)Cn2nnc(-c3ccc(C)cc3)n2)o1 | -14% | -4% | -4%
CN(C)c1ccc(C(CNS(=O)(=O)c2ccc(Br)cc2)N2CCCC2)cc1 (stereo not given) | ? | -11% | -4%
O=c1cnnc(N/N=C/c2ccccn2)[nH]1 | 4.6µM* | 6% | 2%
CC(=O)c1ccc(-n2nncc2C)cc1 | -5% | -9% | -1%
O=C(Cc1cccs1)N/N=C/C(Cl)=C/c1ccccc1 | -16% | 5% | -3%
COC(=O)Cn1cnc2sc(C)c(S(=O)(=O)N3CCC(C)CC3)c2c1=O | -1% | 4% | -4%
Cc1cccc(C)c1NC(=O)CNC(=O)C1CC(=O)N(Cc2ccccc2)C1 (stereo not given) | -4% | 6% | -9%
CC1CCOC(c2coc3ccccc3c2=O)O1 (stereo not given) | -4% | -9% | 1%
O=C(c1ccccc1Cc1ccccc1)N1CCN(S(=O)(=O)c2ccccc2[N+](=O)[O-])CC1 | ? | -6% | -6%
CCOc1ccccc1N1CCN(Cc2cccc(OC)c2O)CC1 | ? | 2% | 2%
Cc1cc(C(F)F)n2ncc(C(=O)N3CCC(C(N)=O)CC3)c2n1 | -3% | -6% | -2%
Cc1nc(Cl)c(C(=O)NCCc2ccccc2)c(C)c1[N+](=O)[O-] | -1% | -6% | ?
CCOc1cc(/C=N/NC(=O)Cc2ccc(C(F)(F)F)cc2[N+](=O)[O-])c(Br)cc1OC | ? | -1% | -1%
COCCn1cnnc1SCC(=O)Nc1cc(C)on1 | 2% | 5% | 0%
CCC[C@@H](CN[C@@H](CNC)[C@H](C)CC)NCC1CCC(C(C)(C)C)CC1 (stereo not given in full) | 1µM* | 8% | 3%
CCc1ccc(NC(=O)C2CC(=O)Nc3ncnn32)cc1 (stereo not given) | -19% | 9% | 0%
CCN1C(=O)[C@H]2[C@@H](c3ccc(C)cc3)N3C(=O)N(c4ccc(OC)cc4)C(=O)[C@@]3(Cc3ccc(Cl)cc3)[C@H]2C1=O | -10% | 5% | 1%
CCCn1c(Nc2ccccc2C)nc2ccccc21 | -9% | -1% | -2%
C/C(CC(=O)Nc1ccc(Cl)cc1)=N\NC(=O)C(=O)N1CCCCC1 | 7% | -3% | -10%
Cc1cc(-c2ccc(Cl)cc2)n2nc(C)cc2n1 | -16% | -22% | -1%
CCNC(=O)c1ccc(-n2c(-c3ccccc3)cc3c2CCCCC3)cc1 | ? | 0% | -4%
CCc1ccc(OCCOCC(O)CNC(C)CC)cc1 (stereo not given) | ? | 5% | -8%
CCOC(=O)c1ccc(NCn2c(=O)oc3ccccc32)cc1 | -15% | -9% | -4%

SMILES | TDP1 cell CPT | FEN1 inhibitor | KAT2A inh
CCc1ccccc1NC(=O)c1cc(C)no1 | 6% | -8% | -1%
O=c1[nH]c(C(Cl)(Cl)Cl)nc2ccc3ccccc3c12 | -28% | -22% | 1%
COc1ccc(C(=O)C[n+]2cccc3cc(C)ccc32)cc1 | -6% | -1% | -5%
Cc1cc(C)cc(CSc2ccc(S(=O)(=O)N3CCCC3)cn2)c1 | ? | -22% | -8%
O=C1CCCc2c1cc(C(=O)O)c(=O)n2-c1ccccc1 | 8% | 1% | -8%
Cc1c(C(=O)N2CCC(C)CC2)c(S(=O)(=O)N2CCN(c3ccc(Cl)cc3)CC2)c(C)n1C | ? | -14% | -11%
Cc1cc(Nc2n[nH]c(N)c2C#N)ccc1F | 9% | 33% | -5%

# Source: PubChem BioAssay
